# TRPV1 agonist – agonists of human vanilloid receptor 1 (TRPV1). 0.19% of 320,000 active. Q8NER1. TRPV1-expressing cells, Fluo-8 calcium influx, agonist mode. AID 540275. activation, % at 8.33 µM; in the data active = activation above about 80%; inconclusive = between about 30% and that limit; note: 0% is about no effect
#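 Fluo-8 calcium influx in TRPV1-expressing cells, kinetic read (ex 480/em 520 nm). Compound added and read 3 min for agonist activity, followed by capsaicin at EC20 final and 2 min further read for enhancement.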
# Menin-MLL TR inh – displaces Texas Red mutant MLL peptide from human menin; O00255; Menin + Texas Red MLL mutant peptide, fluorescence polarization; Potency, µM (top dose mostly 61.6 µM), for the others: top-dose FP activity change, negative = inhibition, actives largely listed as inhibitors; 0.23% of 270,000 active; active = well fitted inhibition curve with a large enough effect in the polarisation, with a control signal flat, not every such curve was filed as active; inconclusive = small, poorly fitted or top-dose-only effect, or effect the other way, or a change in a side signal; inactive = no such curve, though single readings can be large or run the other way; the % refers to the polarisation; note: potency is the fitted concentration of half-maximal effect; % of control where 0% means no effect; many of its hits are not listed in these tables
# Target sequence (O00255 whole entry, looked up): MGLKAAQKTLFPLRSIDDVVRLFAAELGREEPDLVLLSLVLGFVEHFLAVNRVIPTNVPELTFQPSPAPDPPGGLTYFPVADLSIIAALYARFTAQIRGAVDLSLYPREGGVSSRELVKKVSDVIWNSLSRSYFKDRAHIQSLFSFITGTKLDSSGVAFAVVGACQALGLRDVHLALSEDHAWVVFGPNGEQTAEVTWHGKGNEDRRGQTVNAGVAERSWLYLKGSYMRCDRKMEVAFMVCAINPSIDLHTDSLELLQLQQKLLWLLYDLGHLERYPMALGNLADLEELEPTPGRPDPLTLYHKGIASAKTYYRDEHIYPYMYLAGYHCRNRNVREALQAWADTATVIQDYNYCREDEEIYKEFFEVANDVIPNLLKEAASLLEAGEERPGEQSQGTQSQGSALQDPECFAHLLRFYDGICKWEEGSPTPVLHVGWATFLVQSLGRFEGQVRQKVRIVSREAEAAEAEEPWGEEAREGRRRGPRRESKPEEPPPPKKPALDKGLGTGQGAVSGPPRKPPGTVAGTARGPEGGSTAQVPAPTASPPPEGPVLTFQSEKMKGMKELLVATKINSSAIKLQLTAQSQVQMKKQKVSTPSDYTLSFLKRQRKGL
# KCNH2 WT inh – blocks the wildtype human KCNH2 potassium channel. U2OS, BacMam KCNH2, thallium flux FluxOr; stronger effect = lower value. 0.37% of 340,000 active. Q12809. activity change, % at 1.84 µM;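 active = maximum activity change below -70%; inconclusive = maximum activity change between -70% and -50%; inactive = maximum activity change above -50%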; note: % is set by controls: 0 for no effect and ±100 for the full control effect
#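 U2OS cells transduced with wild-type KCNH2 virus are loaded with FluxOr dye for 45 min, and thallium flux is measured in kinetic reads before and after stimulation buffer. Rate constants are normalized to DMSO controls.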
# Giardia kill – kills Giardia lamblia | Giardia lamblia trophozoite viability | activity change, % at 7.66 µM, hits read low | 0.15% of 340,000 active; in the data active = activity change below about -80%; inconclusive = between about -30% and that limit;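 note: parasites exposed to compound for two days anaerobically before the ATP read; % is set by controls: 0 for no effect and ±100 for the full control effect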
#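 Giardia trophozoites, 100 cells per well, were exposed to compounds for 48 hrs at 37 deg C under anaerobic conditions; viability was then read as ATP content by bioluminescence after 15-30 min at room temperature.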
# GALK inhibitor – blocks human galactokinase activity; P51570; Purified GALK, Kinase-Glo residual ATP luminescence; Potency, µM (highest dose often 57.5 µM), for inactives: at the highest dose activity change, negative = inhibition, hits mostly inhibitors; 0.007% of 270,000 active; AID 1868; note: potency is the fitted concentration of half-maximal effect; % is set by controls: 0 for no effect and ±100 for the full control effect
#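 Kinase-Glo Plus luminescence measured ATP left after a 1 h room-temperature reaction. The reaction used 5 nM GALK, 100 uM galactose and 35 uM ATP at pH 8.0 (20 mM HEPES, 5 mM MgCl2, 60 mM NaCl, 1 mM DTT, 0.01% BSA).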
# B2AR arrestin – beta2AR (human) beta-arrestin recruitment activity; beta-arrestin recruitment to beta2AR, cell-based reporter; Potency, µM (series often up to 46.1 µM), without a hit: top-dose activation, most hits filed as activators; 0.02% of 330,000 active; AID 492947;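 note: potency is the fitted concentration of half-maximal effect; 0% = DMSO controls and full agonism = EC100 isoproterenol or metaproterenol; nearly all actives have a fitted effect of over 65% in size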
# Target sequence (P07550 whole entry, looked up): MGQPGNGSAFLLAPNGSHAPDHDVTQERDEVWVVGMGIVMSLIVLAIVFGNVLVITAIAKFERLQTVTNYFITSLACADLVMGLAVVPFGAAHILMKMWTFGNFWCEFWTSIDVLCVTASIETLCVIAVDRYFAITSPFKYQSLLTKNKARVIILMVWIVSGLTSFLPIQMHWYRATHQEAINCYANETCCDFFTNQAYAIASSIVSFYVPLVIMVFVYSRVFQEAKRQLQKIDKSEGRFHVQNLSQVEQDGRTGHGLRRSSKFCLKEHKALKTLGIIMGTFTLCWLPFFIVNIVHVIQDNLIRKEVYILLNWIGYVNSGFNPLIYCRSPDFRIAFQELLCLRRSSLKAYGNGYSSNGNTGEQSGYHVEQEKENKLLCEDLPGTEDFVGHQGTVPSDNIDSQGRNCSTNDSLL
# CXXC DNA block – MLL CXXC-DNA interaction inhibition; Q03164; MLL-CXXC / FITC-HOXA9 DNA fluorescence polarization; Potency, µM (highest dose often 115 µM), inactives show top-dose activity change, negative = inhibition, usual class: inhibitors; 0.037% of 290,000 active; AID 2662; active = well fitted inhibition curve with a large enough effect in the polarisation, with a control signal flat, not every such curve was filed as active; inconclusive = small, poorly fitted or top-dose-only effect, or effect the other way, or a change in a side signal; inactive = no such curve, though single readings can be large or run the other way; the % refers to the polarisation; note: potency is the fitted concentration of half-maximal effect
#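 Fluorescence polarization: 7 uM MLL-CXXC (stock) preincubated 5 min with compounds, then 50 nM fluorescein-HOX-A9 DNA (stock) added; 30 min ambient. Buffer 50 mM Tris-HCl pH 7.5, 50 mM NaCl, 1 mM DTT, 0.05% BSA.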
# USP2a inh – blocks human ubiquitin-specific protease USP2a | USP2 core, Ub-CHOP2 coupled fluorogenic reporter, 485/531 | Potency, µM (doses to about 38.3 µM), without a hit: at the highest dose activity change, negative = inhibition, usual class: inhibitors | 0.01% of 330,000 active;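 note: potency is the fitted concentration of half-maximal effect; plate controls were DMSO wells for no effect and full inhibition by NEM control for full effect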
#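 Cell-free coupled assay: 10nM USP2 core preincubated 30min RT with compound in Tris-HCl pH 8.0/CaCl2/CHAPS buffer, then 25nM Ub-CHOP2 and 25nM reporter substrate; fluorescence (Ex 485/Em 531) read after 60min RT, normalized to NEM inhibition, concentration-response curves fitted.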
# KCNH2 3.1 inh – blocks the human KCNH2 3.1 channel isoform | 0.95% of 340,000 active | AID 720553 | activity change, % (tested at about 1.8 µM) | U2OS KCNH2 3.1, thallium flux FluxOr; stronger effect = lower value;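 active = maximum activity change below -70%; inconclusive = maximum activity change from -70% to -50%; inactive = maximum activity change above -50%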;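 note: thallium influx rate constant from kinetic fluorescence after stimulation buffer; % is set by controls: 0 for no effect and ±100 for the full control effect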
#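 Normalized rate constant (relative to positive and negative DMSO controls) derived from a 2 min kinetic fluorescence read after stimulation; U2OS cells expressing the 3.1 isoform via virus at 1.77 x 10^8 /mL.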
# PKM2 activator – activators of human pyruvate kinase M2 | P14618 | purified PKM2, Kinase-Glo ATP luminescence, activation; response scale: 0% is enzyme alone, no compound | Potency, µM (titrated, usually from 57.5 µM), inactives show top-dose activation, usual class: activators | 0.34% of 260,000 active | AID 1631; note: potency is the fitted concentration of half-maximal effect; % is set by controls: 0 for no effect and ±100 for the full control effect; nearly all actives have a fitted effect of over 55% in size
#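 Kinase-Glo luminescence reports ATP generated from ADP (0.1 mM) and PEP (0.5 mM) by purified hPK-M2 after 1 h at room temperature, pH 7.2 imidazole buffer; intermediate enzyme activity allows detecting inhibitors and activators.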
# Coupling enz – coupling enzyme interference in Giardia aldolase counter-screen; coupling enzyme system counterscreen, AmpLite Red fluorescence; activity change, negative = inhibition, % at 58.2 µM, hits read low; 0.67% of 290,000 active; AID 2472; in the data active = activity change below about -30%; note: % is set by controls: 0 for no effect and ±100 for the full control effect
#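 Final compound at 57.5 uM, incubated 10 min at RT with coupling enzyme reagent (glyceraldehyde-3-phosphate), then 20 min with substrate and AmpLite Red detection. Fluorescence read at 525/598 nm; tests interference with the coupling assay, not aldolase inhibition.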
# The depositor's hits bear a star; ? = inconclusive; / = not tested or not shown; [ ] = dose if it differs, or a comment. Unless noted, calls come from the whole dose curve; as a rule, active = well fitted curve in the direction sought with a large enough effect; inconclusive = small, poorly fitted or top-dose-only effect, or another doubt; inactive = no such curve, though single readings can be large; an effect the other way counts as inactive or inconclusive. An excerpt, so the mix of outcomes need not match the whole.
SMILES,TRPV1 agonist,Menin-MLL TR inh,KCNH2 WT inh,Giardia kill,GALK inhibitor,B2AR arrestin,CXXC DNA block,USP2a inh,KCNH2 3.1 inh,PKM2 activator,Coupling enz
COc1ccc(C)cc1S(=O)(=O)N1CC(C)OC(C)C1 (stereo not given),-0.4,3.9%,-6.1,3.3,0.3%,-0.1%,-4.7%,1.3%,23.3,-5.4%,-4.5
O=C(N/N=C/c1ccc2nccnc2c1)c1cccc([N+](=O)[O-])c1,0.5,8.1%,-13.5,6.4,2.6%,0.0%,-0.3%,-1.1%,-1.1,15.5%,1.9
CCC(C)Nc1nc(N)c([N+](=O)[O-])c(Nc2ccccc2OC)n1 (stereo not given),8.9,/,-6.1,3.0,-2.5%,0.0%,-10.7%,-0.4%,2.3,1.3%,-1.7
Cc1cccc2sc(N(CCN(C)C)C(=O)c3cc(Cl)sc3Cl)nc12,2.7,-15.4%,11.4,5.7,-2.1%,-0.2%,9.7%,1.7%,-0.3,-1.8%,-5.9
CC(Sc1nncn1C)C(=O)Nc1nnc(C(C)C)s1 (stereo not given),0.2,2.4%,-2.6,-27.6,1.5%,-0.1%,-9.8%,2.2%,-4.9,-0.2%,-0.8
NC(=O)C1=CN(Cc2ccc(Cl)cc2)CCC1C(F)(F)F (stereo not given),1.9,/,-3.4,5.4,-0.4%,-0.2%,-3.0%,3.0%,-4.5,-6.7%,2.3
CCCCN(C(=O)CNC(=O)c1ccco1)C(C(=O)NC1CCCC1)c1ccc(OC)cc1 (stereo not given),8.9,/,-2.7,-2.1,0.1%,0.4%,-5.2%,1.6%,-8.3,-2.2%,3.9
C[C@H]1CCC(=O)N([C@H](CSc2ccc(Br)cc2)Cc2ccccc2)CC1,?,/,-7.8,-9.3,/,0.2%,/,0.9%,-34.1,/,/
CCOP(=O)(OCC)/C(C#N)=C(\O)c1ccc(OC)cc1,2.7,/,0.0,2.4,0.3%,0.0%,-0.1%,-4.5%,-11.2,4.9%,2.4
O=C1N(Cc2cccc(Cl)c2)C[C@@H]2C[C@@H](c3c[nH]c4ccccc34)N3CCC[C@@]123,-9.6,?,-5.4,5.0,9.6%,0.3%,5.5%,2.5%,-38.1,-29.4%,-20.4
COc1c(C)cccc1C(=O)NCCCNC(=O)c1ccc(C)nc1,-0.5,-9.3%,0.0,-15.7,7.3%,-0.6%,18.9%,-0.2%,12.2,/,-0.2
O=c1c2ccccc2nc(/C=C/c2ccc(Br)cc2)n1CCCO,?,7.8%,/,-0.1,-1.8%,-0.1%,20.6%,1.0%,15.1,/,-1.2
Nc1ccccc1C(=O)NNC(=O)C(=O)/C=C(\O)c1ccccc1,4.3,/,-4.2,2.8,-1.3%,-1.0%,36.4%[activator],2.3%,6.3,0.3%,-1.0
Cn1nnnc1SCC(=O)NNC(=O)c1ccc(Br)cc1,-0.6,0.7%,5.6,-3.2,8.8%,0.4%,-2.4%,0.2%,-5.2,-0.1%,-0.6
COc1ccc(S(=O)(=O)N2CCC3(CC2)CC(=O)c2ccccc2O3)cc1,24.8,/,-28.3,17.9,/,-0.3%,/,1.2%,-40.1,/,/
Cc1ccc(C)c(OCC(=O)Nc2cccc(S(=O)(=O)NC3=NCCCCC3)c2)c1,1.5,-2.7%,-6.5,39.3[activator],-5.5%,-0.3%,-12.9%,1.2%,4.6,-0.5%,0.2
COc1cc(CN(C)Cc2cc(=O)oc3cc(C)c(Cl)cc23)ccc1OC(F)F,13.8,0.0%,16.0,3.5,3.5%,0.0%,3.2%,-8.4%,-14.8,-5.1%,0.5
O=C(CCNS(=O)(=O)c1ccccc1F)NC1CCCCCC1,1.8,/,-6.5,-4.4,/,0.2%,/,-2.3%,2.8,/,/
O=C(CCCN1C(=O)C2CC=CCC2C1=O)Nc1ccccc1Cl (stereo not given),3.3,/,-3.4,-0.7,-1.3%,3.2%,21.6%,-3.8%,8.7,-2.5%,/
O=C(NCc1ccccc1)c1cc(=O)nc2sc(-c3ccccc3)nn12,4.0,0.8%,5.7,-25.1,-0.1%,-0.1%,-3.4%,1.4%,6.7,-1.4%,0.2
Cc1ccc(NC(=O)c2ccccc2NS(=O)(=O)c2ccc(Cl)s2)cc1,0.0,?,5.0,16.2,-3.9%,-0.4%,-3.7%,-5.8%,14.9,-2.0%,8.1
CC(OC(=O)Cn1cnc2c1c(=O)n(C)c(=O)n2C)C(=O)NC1(C#N)CCCCC1 (stereo not given),5.9,/,-9.3,-4.0,/,-0.2%,/,0.2%,-8.5,/,/
CCc1cc(-c2nc(N)ncc2-c2csc(C)n2)c(O)cc1OC,2.0,-0.2%,/,9.1,0.8%,0.0%,-2.3%,0.8%,27.5,-2.4%,-3.1
Nc1nnc(SCC(=O)NNC(=O)c2ccccc2)s1,-2.2,/,-4.0,-9.8,/,-0.3%,/,-0.9%,11.4,/,/
C=CCn1c(SCCC)nc2sc3c(c2c1=O)CCc1ccccc1-3,-2.5,-2.6%,3.1,15.7,-0.2%,-0.9%,11.2%,3.4%,-0.8,0.9%,0.6
COC(=O)Cc1ccc(NC(=S)NCCO)cc1,-0.8,/,0.4,-6.2,-1.8%,0.0%,-3.8%,-0.9%,8.0,-1.0%,0.9
CCOC(=O)C1C(c2ccccc2)C(C(=O)OCC)C1c1ccccc1 (stereo not given),0.0,-2.7%,2.3,6.8,-2.2%,0.5%,4.3%,0.7%,2.8,-1.4%,2.0
CNc1ncc(C(=O)C(C)(C)C)s1,-2.1,-4.9%,3.3,9.6,3.1%,-1.6%,3.8%,-5.6%,-2.3,-1.0%,3.4
Cc1ccc(Cl)cc1NC(=O)COC(=O)CC1CCCCC1,23.0,/,0.0,46.6[activator],/,-2.4%,/,0.8%,-20.6,/,/
COCCNc1nc(-c2ccccc2)nc2ccccc12,-5.2,13.5%,4.9,-1.0,-1.2%,0.2%,9.8%,4.3%,-5.0,-4.5%,1.9
CC(C)(C)c1cc(C(=O)Nc2ccccc2)ccn1,?,-6.5%,4.0,-9.9,-2.6%,-0.4%,-4.5%,2.5%,2.1,7.3%,1.5
CCOc1ncccc1C(=O)Nc1cc(S(=O)(=O)N2CCOCC2)ccc1OCC(F)(F)F,/,/,3.2,63.7[activator],/,-0.2%,/,-1.1%,6.2,/,/
CN1CCN(S(=O)(=O)NC[C@H]2O[C@@H](n3cnc4c(N)ncnc43)[C@H](O)[C@@H]2O)CC1,/,/,-6.8,14.4,/,0.1%,/,2.3%,10.4,/,/
CCn1ccc(C(=O)Nc2ccc(S(=O)(=O)Nc3ccccc3OC)cc2)n1,?,19.4%,5.6,-6.8,0.0%,0.0%,7.1%,-1.1%,3.6,-9.7%,2.8
CC(C)Oc1ccc(CN2CCC(n3nccc3NC(=O)c3cccnc3)CC2)cc1,1.8,/,4.8,-2.2,3.5%,0.2%,-4.9%,0.7%,-80.6*,/,/
CCOc1ccc(/C=C2\SC(=S)N(NS(=O)(=O)c3ccc(C)cc3)C2=O)cc1OC,-2.3,/,2.5,-17.9,-3.0%,0.2%,-3.8%,2.2%,-19.2,5.4%,12.6
CN(C(=O)C1CCOC1)c1nnc(-c2cccnc2)s1 (stereo not given),/,?,1.1,7.3,-2.2%,-0.3%,-0.6%,-2.2%,-5.8,11.4%,0.3
CC(=O)c1ccc(NC(=O)c2ccc3c(Cl)c4c(nc3c2)CCCC4)cc1,-2.8,5.3%,-8.9,12.6,/,-0.7%,2.2%,1.1%,-6.6,-1.1%,0.8
COCCNC(=O)c1ccccc1-c1nc(-c2ccccc2Cl)no1,-9.0,-4.3%,2.9,-3.3,-4.1%,0.1%,-4.3%,-4.6%,-3.3,-1.3%,4.1
CCOC(=O)C1CCCCN1C(=O)/C(=C/c1ccc(OC)cc1)c1ccc(OC)c(OC)c1 (stereo not given),/,/,7.5,7.3,/,-0.7%,/,-1.7%,-3.0,/,/

# Single records, as listed above. Order of screens: TRPV1 agonist	Menin-MLL TR inh	KCNH2 WT inh	Giardia kill	GALK inhibitor	B2AR arrestin	CXXC DNA block	USP2a inh	KCNH2 3.1 inh	PKM2 activator	Coupling enz
# `C[C@H]1CCC(=O)N([C@H](CSc2ccc(Br)cc2)Cc2ccccc2)CC1` is listed as ?	/	-7.8	-9.3	/	0.2%	/	0.9%	-34.1	/	/
# `CC(=O)c1ccc(NC(=O)c2ccc3c(Cl)c4c(nc3c2)CCCC4)cc1` is listed as -2.8	5.3%	-8.9	12.6	/	-0.7%	2.2%	1.1%	-6.6	-1.1%	0.8

# Bioassay records deposited in PubChem BioAssay by National Center for Advancing Translational Sciences (NCATS).
